Assay outcomes as filed in PubChem BioAssay.
BL2 CD40 inh = CD40 pathway inhibition in BL2 cells. BL2 NF-kB luciferase reporter, CD40L-induced, 4 h. inhibition, % at 10 µM. 83,000 tested, 0.94% active. AID 1053188;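 active = mean inhibition of at least 50% with a set share of replicates also reaching that level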;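 note: 0% = neutral control wells and 100% = IKK inhibitor VII at 50 µM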
* = called active by the depositor; [ ] = dose if it differs, or a comment.

SMILES | BL2 CD40 inh
Oc1ccc2ccccc2c1CN1CC2CCC(CC2)C1 | -11
O=C(O)c1oc2ccccc2c1-n1cccc1 | -3
COc1ccc(C)cc1S(=O)(=O)NNc1nc(C)cc(C)n1 | 7
CO[C@@H]1CN(C)C(=O)c2cc(NC(C)=O)ccc2OC[C@@H](C)N(Cc2ccncc2)C[C@H]1C | -6[25 µM]
FC(F)(F)c1nnc2ccc(N3CCCCCC3)nn12 | 6
Oc1ccccc1CN1CCCN(Cc2ccccc2O)C1 | 6
C/C=C/c1ccc([C@@H]2[C@@H](C#N)N(c3nc(-c4ccccc4)cs3)[C@@H]2CO)cc1 | -15[25 µM]
Cc1cc(Br)ccc1NC(=O)CSCc1c(C)noc1C | 3
COCCCN(C(=O)CCOc1ccccc1C)c1c(N)n(Cc2ccccc2)c(=O)[nH]c1=O | 10
CN(Cc1ccccc1)Cc1nc2c(c(=O)n(C)c(=O)n2C)n1Cc1ccc(F)cc1 | 13
CN(C(=O)c1cc(C(=O)N(C)c2ccccc2)cc([N+](=O)[O-])c1)c1ccccc1 | 10
Cc1ccc2nc(-c3ccc(-c4ccccn4)s3)cn2c1 | -139
Cc1noc(C)c1C(=O)N(C)C[C@H]1OCc2ccccc2-c2c(n(C)c3ccccc23)C(=O)N([C@@H](C)CO)C[C@@H]1C | -1
COc1ccccc1C(=O)OCC(=O)Nc1cccc(S(=O)(=O)N2CCCC2)c1 | 12
CC(=O)Nc1cccc(C(=O)OCc2ccc(C(=O)Oc3ccc(Cl)cc3)cc2)c1 | -36
O=S(=O)(/C=C/c1cccc(Br)c1)N1CCOCC1 | 4
O=C(Nc1ccc2c(c1)OCO2)N[C@H]1CC[C@@H](CCNC(=O)C2CCCC2)O[C@@H]1CO | -5
CC(C)(C)NC(=O)COC(=O)c1ccccc1C(=O)c1ccccc1 | 2
Cc1ccc(NC(=O)C(Cc2ccccc2)NC(=O)c2ccco2)cc1 (stereo unspecified) | -7
COc1ccc(NC(=O)CSCC(=O)Oc2c(OC)cccc2OC)cc1 | 4

In the list so far, 2 have bromine.
SMILES | BL2 CD40 inh
Cc1cc(Br)ccc1NC(=O)CSCc1c(C)noc1C | 3
O=S(=O)(/C=C/c1cccc(Br)c1)N1CCOCC1 | 4

Additional compounds follow:
SMILES | BL2 CD40 inh
C[C@@H]1CC(=O)N[C@H](c2ccccc2)C/C=C\C[C@H](c2ccccc2)NC1=O | -5[25 µM]
COc1cccc(-c2ccc3n(c2=O)C[C@H]2[C@H](CO)[C@@H](C(=O)N(C)C)N(C(=O)C4CCCC4)[C@@H]32)c1 | 0
Cc1ccc(S(=O)(=O)N[C@@H](C)C(=O)N2CCC(C(=O)N3CCC[C@H]3C(=O)O)CC2)cc1 | 14
O=C(COC(=O)COc1ccccc1)NCCC1=CCCCC1 | 7
CCN1CCN(C(=O)c2ccc(OC)c(S(=O)(=O)Nc3ccc(C)cc3)c2)CC1 | -1
COc1ccc2[nH]c(=O)c(CN(C(=O)c3ccco3)C(C)C)cc2c1 | 4
O=C(C[C@@H]1C=C[C@H](NC(=O)Cc2cccnc2)[C@@H](CO)O1)NCc1ccc2c(c1)OCO2 | 4[25 µM]
O=c1nc(N2CCCCC2)nc2n1CCO2 | 1
O=C(CCSc1ccccc1Cl)NNC(=O)c1ccncc1 | 21
O=C(N/N=C/c1ccc(N2CCOCC2)cc1)C1COc2ccccc2O1 (stereo unspecified) | -7
CCOC(=O)N1CCN(C(=O)c2cc(-n3cnnc3)ccc2Cl)CC1 | 5
CN1CCN(CC(=O)Nc2ccccc2Oc2ccccc2)CC1 | -3
O=C(Nc1cccn2ncnc12)C(F)(F)F | 4
O=C(N1CCOCC1)N1CCN(S(=O)(=O)c2ccc(F)cc2)CC1 | 7
Cc1cccc(C)c1NC1=NC(C)(C)N=C(N)N1 | 2
Nc1ccc(C(=O)N/N=C\C=C\c2ccc([N+](=O)[O-])cc2)cc1 | 16
CCOC(=O)/C=C1/SCC(=O)N1CC(=O)c1ccc[nH]1 | 4
C[C@H](CO)N1C[C@H](C)[C@@H](CN(C)S(=O)(=O)c2ccc(F)cc2)OCCCC[C@H](C)Oc2ccc(NS(=O)(=O)c3ccc(Cl)cc3)cc2C1=O | 22
NCC[C@H]1CC[C@H](NC(=O)Cc2ccncc2)[C@H](CO)O1 | -5[25 µM]
CN1C(=O)CSc2ccc(NC(=O)NCc3ccco3)cc21 | 3
COC(=O)c1ccc(COc2ccccc2/C=N/NS(=O)(=O)c2ccccc2)cc1 | -22
CCCCn1c(N)c(N(Cc2ccccc2OC)C(=O)CSCC(=O)Nc2ccc(C)cc2)c(=O)[nH]c1=O | 12
COc1cccc(-c2cnc3c(NC(C)=O)cc(-c4cccc(C(=O)NCCO)c4)cn23)c1 | 7
CC(=O)c1c(C)[nH]c(C(=O)NCCC2=CCCCC2)c1C | -40
N#CCCn1cc(/C=C/C(=O)O)c(-c2ccc(F)cc2)n1 | 1
C[C@@H](NC(=O)C[C@H]1CC[C@@H]2[C@H](COc3ccc(NC(=O)C4CCOCC4)cc3C(=O)N2C)O1)c1ccccc1 | 0[25 µM]
Cc1nc2[nH]c(=S)[nH]c(=O)c2nc1C | 5
Cc1ccccc1S(=O)(=O)N[C@H]1CC[C@H](CCn2cc(Cc3ccccc3)nn2)O[C@H]1CO | 6
Cn1cccc1CC(=O)N/N=C\c1ccccc1 | -8
O=C(c1cc(C2CC2)nn1-c1ccccc1)N1CCN(c2ccccc2O)CC1 | 4
O=C(Nc1cccnc1)c1cccc(NC(=O)c2ccco2)c1 | 4
COc1ccc(C2CC(c3cccs3)=NN2C(=O)CSc2nc(=O)n3ccc(C)cc3n2)cc1 (stereo unspecified) | -30
c1ccc(OCc2nn3c(-c4ccncc4)nnc3s2)cc1 | 10
CCOC(=O)Nc1cc2c(cc1C(C)=O)OCO2 | 7
N#C[C@H]1[C@@H](c2ccccc2)[C@H](CO)N1C(=O)CCN1CCCCC1 | 10[25 µM]
O=C(C1CCOCC1)N1[C@@H](CO)[C@@H](c2ccccc2)C12CN(Cc1cccc(Cl)c1)C2 | 1[25 µM]
O=C(O)Cc1coc2cc3c(cc12)CCC3 | 6
COc1cccc(OC)c1C(=O)N1CCN(Cc2ccccc2F)CC1 | 9
CC(=O)C1=C(O)C(=O)N(c2ccc(O)cc2)C1c1ccc([N+](=O)[O-])cc1 (stereo unspecified) | 9
CN(C)C(=O)c1ccc(-c2ccc(C3[C@H]4CNC[C@@H]3N4C(=O)Nc3ccccc3F)cc2)cc1 (stereo partly specified) | -20
COc1ccc(N(C(=O)c2ccncc2)S(=O)(=O)c2cccs2)cc1 | -1
OC(CN1C2=NCCN2c2ccccc21)c1ccccc1 (stereo unspecified) | 11
CC(NCC(=O)Nc1cc(S(=O)(=O)N2CCOCC2)ccc1Cl)c1ccc(Cl)cc1Cl (stereo unspecified) | 15
CC(C)CN(C(=O)c1ccc(S(=O)(=O)N2CCCC2)cc1)C1CCS(=O)(=O)C1 (stereo unspecified) | 5
c1ccc(C(Cc2nc(-c3ccncc3)no2)c2ccccc2)cc1 | 14
CC(C)(C)NCC(O)COc1ccccc1C(C)(C)C (stereo unspecified) | 14
CCCCCn1c(CCCNC(=O)CC)nc2ccccc21 | 31
COc1cc(Cl)c(C)cc1NC(=O)COC(=O)C1=NN(c2ccccc2)C(=O)CC1 | 2
CN1CCN(c2ccc([N+](=O)[O-])c(-n3nc(-c4ccccc4)c4ccccc4c3=O)c2)CC1 | -21
CCCNC(=O)N1[C@H](CO)[C@@H](c2ccc(-c3ccccc3)cc2)[C@@H]1CNC(C)=O | 2[25 µM]
O=C(O)C1CC=CCC1C(=O)N1CCCC1 (stereo unspecified) | 6
CC(=O)NC(=C(Cl)Cl)S(=O)(=O)c1ccccc1 | -17
Cc1nnsc1SCCNC(=O)Nc1ccc(Cl)cc1 | -74
CC(NC(=O)c1ccc(Cl)cc1)c1nnc(SCc2ccc([N+](=O)[O-])cc2)n1C (stereo unspecified) | -3
C/C=C/Cn1c(Br)nc2c1c(=O)n(C)c(=O)n2C | 6
COc1cccc(CN(C)CC(=O)Nc2cccc(S(=O)(=O)N(C)c3ccccc3)c2)c1OC | 6
O=C(Nc1cc(N2CCCCC2)ncn1)c1ccccc1 | -63
O=C(C[C@H]1C=C[C@@H](NC(=O)Nc2ccccc2F)[C@H](CO)O1)NCc1ccc(-c2ccccc2)cc1 | 6[25 µM]
C[C@@H]1CN([C@@H](C)CO)C(=O)CCCn2nncc2CO[C@@H]1CN(C)C(=O)Nc1ccnc(N2CCOCC2)c1 | -4[25 µM]
O=C(O)C1CC(=O)N(c2ccc(OCc3ccccc3)cc2)C1 (stereo unspecified) | 1
More structures.
SMILES | BL2 CD40 inh
O=C(Nc1nnc(S(=O)(=O)N2CCN(c3ccc(F)cc3)CC2)s1)c1ccco1 | -10
COc1ccccc1CNC(=O)C[C@@H]1C[C@H]2c3cc(NC(=O)c4ccc5c(c4)OCO5)ccc3O[C@H]2[C@H](CO)O1 | 13[25 µM]
CCS(=O)(=O)N1CC2(CN(C(=O)c3ccc(F)cc3)[C@H](CO)c3[nH]c4cc(OC)ccc4c32)C1 | -1[25 µM]
CCc1ccc(NC(=O)C(=O)N/N=C(\C)CC(=O)NCCOC)cc1 | 2
C/C=C/c1ccc([C@@H]2[C@@H](CNC(=O)CC)N(Cc3ccccn3)[C@H]2CO)cc1 | -5[25 µM]
O=C(Nc1ccc(-c2nnc(-c3ccco3)o2)cc1)C(c1ccccc1)c1ccccc1 | -4
CCN(CC)c1cc(Cl)nc(N)n1 | 6
CC(C)Cn1c(SCC#N)nc2ccccc2c1=O | 0
O=C(CC1CCCC1)NCCc1cn2ccccc2n1 | 4
Cc1ccc(NC(=O)Cn2c(CCC(=O)O)ccc2-c2cccs2)cc1Cl | 5
COC(=O)c1ccsc1NC(=O)CN1CCN(Cc2ccc3c(c2)OCO3)CC1 | 17
O=S(=O)(c1cccc(-c2nnc3n2CCCCC3)c1)N1CCOCC1 | 12
CCc1nnc(NC(=O)c2ccco2)s1 | -28
COCC(=O)N1[C@H](C#N)[C@@H](c2ccccc2C2=CCCCC2)[C@@H]1CO | -21[25 µM]
O=C(Nc1ccc2c(c1)CCC2)c1ccc(F)c(S(=O)(=O)N2CCOCC2)c1 | -70
O=C(Nc1cc(F)ccc1F)N1C[C@H]2[C@@H](c3ccccc31)[C@H](CO)N2C(=O)c1ccccc1 | -7[25 µM]
CN(Cc1ccccc1)C(=O)COC(=O)c1ccccc1Nc1ccccc1 | 2
c1ccc(-n2c(Cc3cccnc3)nc3cnccc32)cc1 | 7
CC1(Cc2ccc(S(C)(=O)=O)cc2)C(=O)Nc2ccc(Cl)cc21 (stereo unspecified) | 5
N#Cc1c(-c2cccs2)cc(-c2ccccn2)nc1N | -3
N#C[C@@H]1[C@@H](c2ccc(-c3cccc(F)c3)cc2)[C@@H](CO)N1c1nc(-c2ccccc2)cs1 | 17[25 µM]
C[C@@H]1CN([C@@H](C)CO)C(=O)c2cc(NC(=O)CCC(F)(F)F)ccc2O[C@@H](C)CCCCO[C@@H]1CN(C)C(=O)Nc1cccc2ccccc12 | 38[25 µM]
CCCC#Cc1cnc2c(c1)C(=O)N([C@H](C)CO)C[C@@H](C)[C@H](CN(C)C(=O)Cc1ccncc1)O2 | -10[25 µM]
C[C@@H]1CN([C@H](C)CO)C(=O)c2c(c3ccccc3n2C)-c2ccccc2CO[C@H]1CN(C)Cc1cccc(C(F)(F)F)c1 | 76*[25 µM]
CC(=O)c1ccc(N2CCN(CC(O)COC(c3ccccc3)c3ccccc3)CC2)cc1 (stereo unspecified) | 11
C[C@@H]1CN([C@@H](C)CO)C(=O)c2cc(NC(=O)Nc3ccccc3)ccc2O[C@@H](C)CCCCO[C@H]1CN(C)C(=O)Nc1ccccc1 | -1[25 µM]
CCN(CC)CC(=O)Nc1ccc(C)cc1Br | -28
CCC(C)(C)NC(=O)Nc1cc(Cl)ccc1OC | 2
Cc1ccc(S(=O)(=O)N2CCC(C(=O)OCc3c(C)noc3C)CC2)cc1C | 2
O=C(COC(=O)CSc1ccc(Cl)cc1)Nc1ccc2[nH]c(=O)[nH]c2c1 | 16
CC(C)(C)c1ccc(NC(=O)C(=O)C2C(=O)Nc3ccccc32)cc1 (stereo unspecified) | -1
C/C(=C\c1ccccc1)CN1CCN(c2cccc(Cl)c2)CC1 | 10
Nc1c(S(=O)(=O)c2cc(Cl)ccc2Cl)c2nc3ccccc3nc2n1CCN1CCOCC1 | 6
COc1ccc(S(=O)(=O)NCc2ccccn2)cc1NC(=O)c1ccc(C)cc1 | 3
C=CCn1c(COc2ccc(OC)cc2)nnc1SC(C)C(=O)NC1CC1 (stereo unspecified) | 2
NNC(=O)c1cncn1-c1ccc(F)cc1 | -1
COc1ccc(CCNC(=O)COC(=O)c2cc(=O)[nH]c3ccccc23)cc1 | -8
O=C(CCc1ccc(S(=O)(=O)N2CCOCC2)cc1)Nc1c(F)cccc1F | -8
O=C(NCCCCCNC(=O)c1cccnc1)c1cccnc1 | 11

2 records picked at random from those above, as already listed:
SMILES | BL2 CD40 inh
N#C[C@@H]1[C@@H](c2ccc(-c3cccc(F)c3)cc2)[C@@H](CO)N1c1nc(-c2ccccc2)cs1 | 17[25 µM]
CCN(CC)CC(=O)Nc1ccc(C)cc1Br | -28

7 structures already listed, ordered by number of heavy atoms, largest number first:
SMILES | BL2 CD40 inh
C[C@@H]1CN([C@H](C)CO)C(=O)c2c(c3ccccc3n2C)-c2ccccc2CO[C@H]1CN(C)Cc1cccc(C(F)(F)F)c1 | 76*[25 µM]
N#C[C@@H]1[C@@H](c2ccc(-c3cccc(F)c3)cc2)[C@@H](CO)N1c1nc(-c2ccccc2)cs1 | 17[25 µM]
COc1ccc(CCNC(=O)COC(=O)c2cc(=O)[nH]c3ccccc23)cc1 | -8
C=CCn1c(COc2ccc(OC)cc2)nnc1SC(C)C(=O)NC1CC1 (stereo unspecified) | 2
O=C(NCCCCCNC(=O)c1cccnc1)c1cccnc1 | 11
CCC(C)(C)NC(=O)Nc1cc(Cl)ccc1OC | 2
CCN(CC)CC(=O)Nc1ccc(C)cc1Br | -28

Only part of the results is shown; count on the stated rates, not on these rows.
